STAT3 inh – IL-6 driven STAT3 reporter inhibitors, primary screen, U3A cells, luciferase, luminescence, MLSCN library; inhibition, % at 5.5 µM; AID 862, 2007; hit rate 0.89% among 190,000; IL-6 STAT3-luciferase reporter; host cell line lacks STAT1;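 active means inhibition above the mean inhibition across all screened compounds plus 3 SD, cut at about 44% in these data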;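 further: 0% = DMSO only wells and 100% = 100 µM nifuroxazide control wells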
Efa HMGR inh – inhibitors of E. faecalis class II HMGR, primary screen, biochemical, Enterococcus faecalis; purified E. faecalis HMGR, NADPH absorbance 340 nm kinetic; hit rate 0.41% among 190,000; inhibition, % at 10 µM; HMG-CoA reductase (Enterococcus faecalis, mvaE);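 active means inhibition above a set limit, the median over all tested compounds plus 3 SD, cut at about 9.5% in these data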;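 further: enzyme runs in reverse so mevalonate oxidation gives rising NADPH absorbance; 0% = complete reaction with DMSO and 100% = background rate lacking mevalonate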
APP 5'UTR act – activators of APP 5'UTR luciferase reporter, primary screen, SH-SY5Y cells; activation, % at 2 µM; hit rate 1% among 190,000; AID 1276, 2008; SH-SY5Y APP 5'UTR luciferase reporter, luminescence; zero percent = DMSO vehicle wells;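 active means activation above a set limit, based on mean plus 3 SD of controls, cut at about 140% in these data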; further: values of inactives mirror those of a sister screen read the other way
Hsp70 activator – Hsp70 transcriptional activators, primary screen, cell-based, HeLa, Hsp70 promoter luciferase, luminescence, 10 µM; activation, % at 10 µM; hit rate 0.04% among 200,000; AID 1203, 2008; HeLa Hsp70 promoter luciferase reporter; scaled: vehicle 0, proteasome-inhibitor control 100%;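 active means activation above the mean across all tested compounds plus 3 SD, cutoff set per campaign, cut at about 5.5% in these data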;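 further: 100% = MG132 at 30 µM as the positive control and 0% = DMSO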
NF-kB expr up – activators of NF-kB expression in neurons, primary screen, cell-based, HTS | human neuronal cells, NF-kB reporter expression; hits give high values | fold change at 12.5 µM | hit rate 1.6% among 190,000; in the data active means fold change above about 3.3
TLR4-MyD88 BLA – inhibitors of TLR4-MyD88 association in cells, primary screen, cell-based, HeLa CL3-4, BLA complementation, FRET ratio | inhibition, % at 8.4 µM | Toll-like receptor 4 (Homo sapiens) + Myeloid differentiation primary response protein … | hit rate 0.18% among 200,000 | HeLa CL3-4 TLR4/MyD88 BLA complementation; in the data active means inhibition above about 25%;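 further: 0% = vehicle and 100% = reference inhibitor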
Target sequence (O00206 whole entry, looked up): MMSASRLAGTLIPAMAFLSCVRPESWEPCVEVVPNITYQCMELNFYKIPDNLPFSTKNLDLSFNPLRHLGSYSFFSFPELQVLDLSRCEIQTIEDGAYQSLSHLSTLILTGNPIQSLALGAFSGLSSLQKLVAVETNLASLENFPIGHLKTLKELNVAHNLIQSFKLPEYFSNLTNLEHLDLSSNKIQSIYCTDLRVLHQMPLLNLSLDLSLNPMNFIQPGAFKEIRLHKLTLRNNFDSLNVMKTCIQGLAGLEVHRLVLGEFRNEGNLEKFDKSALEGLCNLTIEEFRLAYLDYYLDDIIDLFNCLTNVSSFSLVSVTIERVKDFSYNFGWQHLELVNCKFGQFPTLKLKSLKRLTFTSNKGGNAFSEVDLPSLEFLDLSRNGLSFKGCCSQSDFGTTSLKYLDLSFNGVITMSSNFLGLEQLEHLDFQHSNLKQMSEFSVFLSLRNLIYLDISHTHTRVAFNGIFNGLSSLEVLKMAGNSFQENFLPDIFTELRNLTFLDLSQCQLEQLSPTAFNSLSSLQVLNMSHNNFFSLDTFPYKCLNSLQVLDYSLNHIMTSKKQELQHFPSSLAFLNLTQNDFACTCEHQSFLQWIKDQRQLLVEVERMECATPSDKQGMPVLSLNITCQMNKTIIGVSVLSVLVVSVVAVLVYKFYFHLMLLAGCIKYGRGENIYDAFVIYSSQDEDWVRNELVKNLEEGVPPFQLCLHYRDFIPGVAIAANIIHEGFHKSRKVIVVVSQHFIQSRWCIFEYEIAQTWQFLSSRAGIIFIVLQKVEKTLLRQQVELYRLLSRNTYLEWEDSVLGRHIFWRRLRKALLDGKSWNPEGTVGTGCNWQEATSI
Target sequence (Q99836 whole entry, looked up): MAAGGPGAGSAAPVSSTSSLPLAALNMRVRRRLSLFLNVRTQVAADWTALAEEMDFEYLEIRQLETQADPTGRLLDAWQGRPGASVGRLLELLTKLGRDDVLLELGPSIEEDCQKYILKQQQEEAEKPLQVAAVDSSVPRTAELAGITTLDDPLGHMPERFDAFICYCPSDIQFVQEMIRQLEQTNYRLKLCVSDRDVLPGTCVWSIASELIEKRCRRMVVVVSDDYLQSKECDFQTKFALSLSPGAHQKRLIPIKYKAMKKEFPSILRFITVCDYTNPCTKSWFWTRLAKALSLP
STAT1 act – STAT1 signaling activators, primary screen, cell-based, HTS, luciferase reporter; activation (% of control), % at 5.5 µM; NIH 3T3 STAT1-luciferase reporter, IFN-gamma, luminescence; 100% = IFN-gamma alone, no compound; hit rate 2.6% among 200,000; AID 932, 2007;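 active means activation above the screen-wide mean activation plus 3 SD, cut at about 130% in these data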;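 further: raw ratio to IFN-gamma control signal so 100% means no change and 0% no light; values of inactives mirror those of a sister screen read the other way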
STAT3 act – IL-6 driven STAT3 reporter potentiators, primary screen, U3A cells, luciferase, luminescence, MLSCN library. IL-6 STAT3-luciferase reporter; 100% = signal with IL-6 EC80 alone. activation (% of control), % at 5.6 µM. hit rate 0.91% among 190,000;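 active means activation above the screen-wide mean of compound activation plus 3 SD, cut at about 130% in these data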;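 further: 0% = background luminescence of wells with medium and substrate only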
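Material: STAT3-luciferase reporter U3A cells; Probe or stimulus: IL-6 (33 ng/mL); Incubation: compound pre-incubation 1 h before IL-6, then 6 h stimulation at 37 °C; Technique: luminescence from STAT3-driven luciferase reporter; Evaluation: % activation versus median of IL-6-stimulated wells; Controls: IL-6-only high control.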
DTT redox prof – compounds producing H2O2 with reducing agent – biochemical, NIH compound library profiling, artefact control for MLSCN library redox annotation, primary screen; hit rate 0.03% among 200,000; activation, % at 10 µM; DTT-dependent redox cycling H2O2, phenol red/HRP absorbance; 100% = 100 µM peroxide control, 0% = buffer; AID 878, 2007;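 active means activation of at least 50% relative to the plate's high and low controls in the primary single-dose screen; inactive means activation below 50%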;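 further: compound incubated with DTT at 0.8 mM final as the reducing agent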
STAT1 blocker – STAT1 signaling inhibitors, primary screen, cell-based, HTS, luciferase reporter | NIH 3T3 STAT1-luciferase reporter, IFN-gamma, luminescence | inhibition, % at 5.5 µM | hit rate 0.35% among 200,000 | AID 920, 2007;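 active means inhibition above a set limit, the mean inhibition across all tested compounds plus 3 SD, cut at about 34% in these data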;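 further: 0% = IFN-gamma with DMSO and 100% = IFN-gamma with 300 µM nifuroxazide; values of inactives mirror those of a sister screen read the other way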
The depositor's hits bear a star; . = no result given. Rows were taken by chance, and some 5.6% of all compounds hit somewhere here.

SMILES	STAT3 inh	Efa HMGR inh	APP 5'UTR act	Hsp70 activator	NF-kB expr up	TLR4-MyD88 BLA	STAT1 act	STAT3 act	DTT redox prof	STAT1 blocker
CCC(=O)c1ccc(N2CCN(S(=O)(=O)c3ccccc3)CC2)c(F)c1	9	-3	-6	0.0	1.1	-8	95	94	-1.5	4
Cc1ccc(SC(c2ccccc2)C(Cn2cncn2)C(=O)c2ccccc2)cc1 (stereo not drawn)	13	-6	-20	0.1	1	15	97	95	-8.6	3
CN(C)S(=O)(=O)N1CCN(CC(O)COc2ccc3cc(Br)ccc3c2)CC1 (stereo not drawn)	8	-2	0	-0.2	0.96	14	95	94	0.6	5
CCOC(=O)N1CCN(C(=O)C2CCN(S(=O)(=O)N(CC)CC)CC2)CC1	0	-2	4	-0.2	1	0	107	103	0.2	-7
Cc1cc(C)n(C(CC(=O)N2CCc3ccccc3C2)C(=O)O)n1 (stereo not drawn)	-1	-4	14	-0.1	1.6	-17	102	104	2.0	-2
O=S(=O)(c1ccc(Br)cc1)c1nc(-c2ccccc2)oc1NCc1cccnc1	-1	1	-4	-0.4	1.1	-10	86	100	0.1	12
Cc1cc(NC(=O)Cn2cnc3c(nnn3-c3cccc(F)c3)c2=O)no1	4	-2	-4	-0.1	1.3	-13	110	101	-0.7	-13
CCCn1c(SCC(=O)NC(C)(C)C)nnc1-c1ccco1	0	1	16	0.0	1	6	105	104	-0.8	-7
O=C(Cc1ccc2c(c1)CCCC2)Nc1ccccc1Br	11	-1	-5	-0.3	1.1	-11	100	96	1.0	0
O=C(Cc1nc(-c2ccc([N+](=O)[O-])cc2)cs1)Nc1ccccc1	31	-2	2	-0.4	1.2	2	101	82	1.1	-2
Oc1c(N=NC(=S)Nc2ccccc2F)c2ccccc2n1Cc1ccc(F)cc1	11	6	-22	-0.3	1	4	96	97	-1.0	4
O=C(CCn1cnc2ccccc2c1=O)Nc1ccc(Cl)c(Cl)c1	9	-1	3	-0.1	1.3	4	103	95	2.0	-3
C/C(=N\NC(=O)c1ccccc1Br)c1ccc(N2CCOCC2)cc1	12	0	5	0.0	1.1	2	104	92	-1.2	-4
Cc1cc(C)c2nc(NC(=O)c3ccc4c(c3)OCO4)sc2c1	7	0	-9	0.0	1.1	-1	99	96	-11	2
CSc1nnc(NC(=O)C2CCCCC2)s1	-10	-1	9	-0.1	1.3	-7	110	108	0.4	-14
CC1(C)Cc2c(C#N)c(N3CCOCC3)nc(-c3ccccc3)c2CO1	-9	-3	-24	0.0	0.92	-16	106	111	1.7	-6
CCOCc1nnc(NC(=O)c2cc(OC)c(OC)cc2[N+](=O)[O-])s1	8	-3	27	-0.2	1.3	5	102	99	-0.2	-3
Cc1cc(NC(=O)COC(=O)COc2cccc3c2OC(C)(C)C3)no1	-5	3	-11	-0.2	2	6	100	109	1.6	0
CCOC(=O)c1ccc(Nc2ccc(-c3ccc(OC)c(OC)c3)nn2)cc1	16	0	-13	-0.1	0.58	9	93	88	0.1	8
COc1ccccc1-c1ccc(NC2CCCC2)nn1	-2	4	12	-0.1	1.8	-7	112	105	-0.9	-17
Cc1c(NC(=S)NC(=O)c2sc3ccccc3c2Cl)cccc1C(=O)O	25	-4	186*	0.3	3	-5	121	80	-2.1	-22
CCN(CC)c1nc(SCCOC(=O)Nc2ccccc2)nc(N(CC)CC)n1	8	3	4	0.2	1.6	-3	110	95	1.5	-5
O=C1c2cccc3c([N+](=O)[O-])ccc(c23)C(=O)N1c1ccccn1	4	-6	-81	0.3	0.52	92*	95	103	-4.8	5
CN(C)CCNc1cc(-c2ccncc2)nc2ccccc12	-8	-1	31	0.0	0.95	16	115	110	-0.3	-18
O=C(CSc1ccc(-c2ccco2)nn1)c1cccc([N+](=O)[O-])c1	16	-4	4	-0.1	1	10	101	87	0.4	-1
O=S(=O)(NCc1cc(-c2ccccc2Cl)no1)c1ccccc1	12	2	-21	-0.3	1	-2	96	95	2.2	4
N#C/C(=C\c1ccccc1)C(=O)NCCN1CCOCC1	10	-6	-23	-0.2	0.81	-3	102	97	-2.1	-3
Cn1c(NC(=O)c2ccccc2NC(=O)C(C)(C)C)nc2ccccc21	23	-2	-9	-0.2	0.74	13	101	85	-0.3	-1
CCSc1nnc(NC(=O)CSc2nnc(Cc3cccn3C)n2CCc2ccccc2)s1	0	-2	-11	-0.4	0.88	-1	96	105	2.5	4
Nc1nc2nc(-c3ccccc3)cc(=O)n2[nH]1	-9	-1	-3	-0.2	1	-3	105	108	0.2	-6
CCOC(=O)c1sc2nc(C)cc(C)c2c1N	7	-1	10	0.1	1.5	8	111	98	0.7	-10
CCCC(=O)Nc1ccc(NC(=O)c2ccccc2OC)cn1	29	-4	9	-0.2	1	-2	96	81	-2.9	4
COCCSc1nnc(NS(=O)(=O)c2ccc(C)cc2)s1	-5	-5	-6	-0.2	0.96	-7	99	105	0.1	-1
Cc1cc(=O)[nH]c(NN=C2CCC(C(C)(C)C)CC2)n1 (stereo not drawn)	0	2	-23	-0.2	0.92	3	104	101	-3.0	-7
CC1(C)S/C(=N/N=C/c2cccs2)NC1=O	5	-3	8	-0.1	1.5	-2	110	102	-3.1	-11
Nc1cccnc1Sc1cccc(Cl)c1	4	3	5	-0.3	1.1	-6	97	103	-3.8	3
CC1=C2C(CCS2(=O)=O)CC2(C1)C(=O)OC(C)(C)OC2=O (stereo not drawn)	16	-10	.	0.1	1.6	7	102	92	3.5	-2
Cn1c(CCN2CCN(c3ccccc3)CC2)nc2cc(NC(=O)c3ccco3)ccc21	21	-1	-2	-0.4	0.82	1	101	87	2.0	-1
COc1ccccc1OCc1nnc(SCC(=O)Nc2ccc(C)cc2)n1C	5	-2	-10	-0.2	1.2	8	103	99	0.0	-3
O=C(CCNC(=O)Cn1ccc2ccccc2c1=O)NCCC1=CCCCC1	-2	0	1	-0.3	0.98	2	109	102	-0.7	-9
CC(C)OCCCNC(=O)c1cc2c(s1)CS(=O)(=O)C2	-3	-6	-7	-0.3	1	7	110	103	0.0	-8
CCSc1nnc(-c2cccnc2)n1Cc1ccco1	5	-2	8	-0.2	0.97	-2	95	99	1.8	6
CC(C)CC(=O)NNC(=S)NCc1ccco1	12	-2	3	0.1	0.97	-10	102	97	-0.1	-5
CCOC(=O)N1CCN(C(=O)c2cc(-c3ccc(F)cc3)[nH]c2C)CC1	7	-4	-2	-0.4	0.79	1	70	96	-0.2	32
Cc1cccc(-c2nsc(SCC(=O)c3ccc(Cl)cc3)n2)c1	5	-1	-6	-0.3	1.2	8	97	98	0.6	4
CN(C)CCCOC(=O)COc1ccc(C(C)(C)C)cc1	3	-10	-2	-0.3	1.1	-3	93	100	-0.1	7
CCN(CC)/C(Sc1ccccc1)=C(\C(Cl)=C(Cl)Cl)[N+](=O)[O-]	0	0	1	-0.4	0.98	-13	94	101	-0.8	6
OC1CCN(C(=S)Nc2ccc(Oc3ccccc3)cc2)CC1	0	-5	4	1.3	1.1	-3	104	102	-2.4	-5

Copied from the list:
Under TLR4-MyD88 BLA, Cc1cccc(-c2nsc(SCC(=O)c3ccc(Cl)cc3)n2)c1 is entered as 8
Under STAT3 inh, O=C(CSc1ccc(-c2ccco2)nn1)c1cccc([N+](=O)[O-])c1 is entered as 16

(listing goes on)
SMILES	STAT3 inh	Efa HMGR inh	APP 5'UTR act	Hsp70 activator	NF-kB expr up	TLR4-MyD88 BLA	STAT1 act	STAT3 act	DTT redox prof	STAT1 blocker
Cc1ccc(C)n1-c1ccc(C(=O)Nc2ccccc2F)cc1	9	-5	57	-0.1	2.3	5	122	96	-0.9	-24
Cc1cc(C)cc(NC(=O)NCc2nnc(SCc3ccccc3)n2C)c1	4	-6	-7	-0.3	0.94	-4	95	99	0.7	5
COC(=O)NC(C)N1C(=O)C2C3C=CC(C3)C2C1=O (stereo not drawn)	15	8	26	-0.1	1.1	-6	99	94	-0.6	-1
CCN(CC)c1cccc(OC2=NS(=O)(=O)c3ccccc32)c1	-1	-1	-16	-0.2	0.86	-5	100	104	2.4	1
CCN1C(=O)/C(=c2\o/c(=C3\C=Cc4ccccc4N3CC)c(=O)n2CC)SC1=S	3	-2	-11	-0.4	1.2	13	99	104	-0.3	1
COc1cc(C2NC(=O)NC(c3ccccc3)=C2C(C)=O)ccc1OCC#N (stereo not drawn)	-1	-1	16	0.0	0.95	-15	102	104	2.2	-2
CCOc1cc(-c2c(C#N)c(N)nc3c2CCCC3C)ccc1O (stereo not drawn)	-2	-1	2	-0.1	0.89	-2	91	106	1.3	10
CC(C)(C)c1ccc(-n2nc(C(N)=O)c(O)cc2=O)cc1	10	6	-7	-0.2	1.1	-10	100	100	-1.5	-2
CC(Oc1ccc(NC(=O)c2ccco2)cc1)C(=O)N1c2ccccc2CC1C (stereo not drawn)	-9	-2	-3	-0.1	0.86	-9	99	110	2.9	1
O=C/C(=C\Nc1ccc(C(=O)N2CCOCC2)cc1)c1nc2ccccc2o1	-61	-4	-13	0.7	1.3	11	97	161*	0.3	1
CN(CCOc1ccc(Cl)cc1)C(=O)c1ccc(S(=O)(=O)N2CCOCC2)cc1	10	-4	15	-0.4	0.53	-12	92	99	0.1	8
Cc1ccccc1NC(=O)C1CCN(S(=O)(=O)c2cccs2)CC1	5	-2	13	-0.2	1.1	-15	105	98	-0.6	-6
CCN(CC)C(=O)c1ccc(S(=O)(=O)N2CCC(c3nc4ccccc4s3)CC2)cc1	67*	5	27	0.3	0.85	3	84	46	-0.6	22
CC(=O)Nc1cccc(NC(=O)c2ccc(Br)cc2)c1	12	0	29	0.1	1.3	-10	109	94	0.5	-12
CCOC(=O)c1nc(Nc2ccc(C)cc2)c2ccccc2n1	30	-2	.	-0.4	0.92	-9	108	75	-0.2	-5
CC1(C(=O)N2CC3(CC(c4ccccc4)=NO3)C[C@H]2C(=O)NCC(N)=O)CC1 (stereo partly drawn)	2	2	-3	-0.4	1.1	-6	106	105	-3.9	-6
Cc1c(C(=O)N(C)C)sc(NC(=O)c2cccc([N+](=O)[O-])c2)c1C#N	-19	0	8	-0.4	1.2	9	106	116	-0.1	-7
Cc1ccc(NC(=O)CS(=O)(=O)c2cn(CC(=O)N3CCOCC3)c3ccccc23)cc1	5	-3	-1	-0.1	0.84	-6	107	106	-0.3	-8
CCOC(=O)c1nn(-c2cccc(C)c2)cc1C(=O)c1ccccc1	5	-1	30	-0.1	1.3	13	117	102	0.5	-19
O=C1CCCc2c1nc(-c1cccc(Cl)c1)n2O	-13	0	-94	-0.1	0.97	-7	99	112	9.5	1
